From PubChem BioAssay
Pf Dd2 growth: Plasmodium falciparum Dd2 growth inhibition | 120,000 compounds, 4.3% hits | P. falciparum Dd2 growth, SYBR Green, 72 h | Potency, µM (series often up to 28.9 µM), without a hit: at the highest dose activity, negative = inhibition, hits mostly inhibitors; active = well fitted inhibition curve with a large enough effect; inconclusive = small, poorly fitted or top-dose-only effect; inactive = no such curve, though single readings can be large or run the other way;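 also: plate controls were DMSO vehicle for no effect and reference drug for full effect; nearly all actives have a fitted effect of over 65% in size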
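Readout: SYBR Green fluorescence, 485 nm excitation, 535 nm emission, after ~16 h lysis at 37C. Before that, Dd2-infected red cells (2.5% hematocrit) grew 72 h with compound, 29 uM top final concentration.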
Active calls of the source: *; i = inactive; ? = inconclusive; [ ] = another dose, or the depositor's remark. Potency is read from the fitted curve at half-maximal effect. The list is partial; rates above refer to the full screens.

SMILES | Pf Dd2 growth
FC(F)(F)Oc1ccc(-c2cnc([C@@H]3COCCN3Cc3ncc[nH]3)[nH]2)cc1 | ?
COc1ccc(CNC(=O)c2nn(-c3ccccc3C)nc2CO)cc1 | 65%[activator]
COC1C(=O)N(C2CCN(C(=O)c3cnc(C)cn3)CC2)C12CCOCC2 (configuration not stated) | 8%
Cc1cccc(OCCSc2nc3ccc(NC(=O)COc4ccccc4F)cc3s2)c1 | ?
COc1ccc(-c2nc3cc(NC(=O)COc4ccccc4C)ccc3o2)cc1 | -14%
O=C(Nc1ccc(F)cc1)N1CCOc2ccc(CN3CCc4ccccc4C3)cc2C1 | ?
O=C(O)CCC1CCCN(S(=O)(=O)c2ccccc2F)C1 (configuration not stated) | 1%
N#Cc1ccccc1CN1C(=O)NC(c2cccnc2)(C2CCNCC2)C1=O (configuration not stated) | -8%
COc1ccc(S(=O)(=O)NCCc2cn3ccsc3n2)cc1OC | 34%[activator]
COc1cc(CN2C[C@@H]3C(=O)N(CCCN4CCCC4=O)C(=O)[C@@H]3C2)cc(OC)c1 | 14%
COc1ccc(-c2nc(CNC(=O)Nc3ccccc3)c(C)o2)cc1 | -9%
CN1CC(=O)N(C2CCC2)Cc2c1ncnc2N1CCC(N2CCCCC2)CC1 | i
CCCNC(=O)N[C@@H]1C[C@H](Cn2cc(C3CC3)nn2)[C@@H](O)[C@H]1O | -1%[44.1 µM]
COc1ccc(-c2cc3c(cn2)CN(C)CCN3)cc1OC | 7%[44.1 µM]
CC(C)c1noc(-c2cn(C3CCN(C(=O)c4cc(F)ccc4F)CC3)nn2)n1 | i
CCc1cccc(NC(=O)c2ccc(NC(=O)N3CCSc4ncccc43)cc2)c1 | 17%
CCOC(=O)c1c(N)n(-c2ccccc2CC)c2nc3ccccc3nc12 | -13%
O=C(c1ccc(F)c(F)c1)N1CCC(n2cc(-c3nc(-c4ccccc4)no3)nn2)C1 (configuration not stated) | 63%[activator]
CC1=C(C(=O)Nc2cccnc2)C(c2ccccc2)n2nc(SCc3ccccc3Cl)nc2N1 (configuration not stated) | -16%
CCOc1ccc(-c2nonc2NC(=O)c2ccco2)cc1OCC | 2.5µM*
COCCn1cc2c3c(cccc31)CN(C(=O)c1cccc(Cl)c1)CC2 | -1%
O=C(CSc1ncc2c(n1)-c1ccccc1N(Cc1ccc(F)cc1)S2(=O)=O)NCCc1ccccc1 | 74%[activator]
CCOC(=O)c1ccc(NC(=O)CSc2nc3ccccc3c(=O)n2CCNC(C)=O)cc1 | -12%
Cc1ccccc1CN1Cc2nc(-c3c(C)noc3C)ccc2OCC1=O | i
CC[C@H]1CN(C(=O)C(C)(C)C)CC[C@H]1CC(=O)NCc1ccccc1 | -10%[44.1 µM]
O=C(CCc1ccccc1)N1CCC2(CC1)CC(N(Cc1ccccc1)C1CC1)CCO2 (configuration not stated) | ?
Cc1ccc(C)c(CN2C(=O)c3ccccc3S(=O)(=O)c3ccc(C(=O)NCc4ccccc4)cc32)c1 | 7.1µM*
CCC(C)Nc1ncnc2c1CN(C1CCNCC1)C(=O)CN2C (configuration not stated) | 6%
CCCN(C(=O)CCNC(=O)Cn1cnc2ccccc2c1=O)c1cccc(C)c1 | 17%
Cc1cn2nc(C(=O)NCCC3=CCCCC3)cc2c(N2CCCC2)n1 | ?
CC(C)OCCCN(Cc1ccco1)C(=O)c1cc2c(s1)-c1ccccc1OC2 | -17%
O=C(NC[C@H]1O[C@@H]2C[C@@H](CC(=O)N3CCC(F)(F)C3)O[C@@H]2[C@@H]1O)Nc1ccc(F)cc1 | -1%
C=CCCC(CN1CCCOCC1)Oc1ncc(Cl)cn1 (configuration not stated) | ?
O=C(NCc1ccncc1)C1CN(Cc2ccco2)CC12CCOCC2 (configuration not stated) | -19%
COc1ccc2[nH]cc(CCNC(=O)CCC3CCN(C(=O)c4ccc(C)cc4)CC3)c2c1 | ?
Cc1ccc(CCNC(=O)CCCn2nc(C)c3c(C)n(-c4ccc(C)cc4)nc3c2=O)cc1 | 24%
COCCn1c(CO)nnc1C1CC(NC(=O)c2cc(C)n3nc(C)cc3n2)C1 (configuration not stated) | -4%
CN(C)CCN(C)[C@@H]1[C@H](O)[C@H](CO)O[C@@H]1CNC1CCN(C)CC1 | 9%
CCN(CC)CCCNC(=O)c1ccc2nc(CCc3ccccc3)oc2c1 | ?
O=C1CC(Cc2ccccc2)CN1CC(=O)N1CCOC2(CCCC2)C1 (configuration not stated) | -4%
COc1ccc(CNC(=O)c2ccc3c(c2)N(C)C(=O)C2CCCCN32)cc1OC (configuration not stated) | 7%
O=[S+]1([O-])NCC2(CCN(Cc3ccc(Cl)cc3)C2)Oc2ccncc21 (configuration not stated) | -9%
CC(=O)N1CCC(C(=O)NC2CCN(c3cc(-c4ccccc4)[nH]n3)CC2)CC1 | 23%
Cc1ccc(S(=O)(=O)N2CCCC(CCC(=O)NC3CCCCC3)C2)cc1 (configuration not stated) | 13µM*
COc1ccc(-c2cn3c(n2)sc2cc(C(=O)Nc4ccc(F)cc4)ccc23)cc1 | i
Fc1cc(F)cc(Cc2nc3nccc(-c4cccnc4)n3n2)c1 | -13%
COc1ccc(C(=O)Nc2ccc(S(=O)(=O)Nc3cc(C)nc(C)n3)cc2)cc1 | -4%
Cc1nc([C@@H]2CN(C(=O)c3cccc(C#N)c3)C[C@H]2C(N)=O)n[nH]1 | 16%
CC(CNS(=O)(=O)c1ccc2c(c1)CC(=O)N2C)c1ccccc1 (configuration not stated) | ?
Cc1ccc(NC(=O)C2CCCN(c3ncnc4onc(C)c34)C2)cc1Cl (configuration not stated) | ?
FC1(F)CN[C@H](c2nc(C3CC3)no2)C1 | i
CCc1cccc(NC(=O)c2ccc3c(c2)N(C)C2CCCCCN2C3=O)c1 (configuration not stated) | -27%
Cc1cc(C)c(CNC(=O)c2nc(-c3cccnc3)cc3[nH]ccc23)c(=O)[nH]1 | ?
CN(C)Cc1cc(C[C@@H]2C[C@H](N(C)C)C2(C)C)no1 | i
CC(=O)c1cccc(Nc2nc(-c3ccccc3Cl)nc3ccccc23)c1 | i
COc1ccc(N2CCN(C(=O)c3c(C)oc4nc(C)nc(N5CCCC5)c34)CC2)cc1 | 11%
COC(=O)[C@H](Cc1ccc(OC)cc1)NC(=O)[C@@H]1CNCCN1C(C)=O | 12%[44.1 µM]
CSc1cccc(NC(=O)Cn2c(N3CCC(C)CC3)nc(C)cc2=O)c1 | ?
CC(C)c1cc(C(=O)NC2CCN(c3ncccc3C#N)CC2)n(C)n1 | ?
CC(C)NC(=O)N1CCC(Oc2ccccc2-c2nc(-c3ccccc3)no2)C1 (configuration not stated) | i

Next structures follow.
SMILES | Pf Dd2 growth
COc1cccc(CN2CCC3(CC2)CC(O)CCO3)c1 (configuration not stated) | ?
COc1ccc(N2C(=O)C(CC(=O)Nc3ccc(F)cc3)N(Cc3ccc4c(c3)OCO4)C2=O)cc1 (configuration not stated) | i
COc1ccccc1CCNS(=O)(=O)c1ccc(N2CCCCS2(=O)=O)cc1 | 17%
O=C1CC(c2ccccc2)Sc2ccccc2N1Cc1ccccc1F (configuration not stated) | ?
CN(C)CCNc1oc(-c2ccc(COc3ccc(Cl)cc3)o2)nc1C#N | ?
O=C(CN1CC2CC(C1)[C@H]1CCCC(=O)N1C2)NCCCN1CCOCC1 (some centres not stated) | 6%
O=C(c1ccccc1F)N1CCC2(CC1)Cc1ccccc1NC2=O | 7%
COc1ccc(Cn2ccc3nc(C)c(C(=O)N4CCN(c5ccccc5F)CC4)cc3c2=O)cc1 | -18%
Cc1cnn(CC(=O)N2CC(F)(F)C[C@H]2c2nc(C3CC3)no2)c1 | 46%
CC1(c2noc(C3CCOCC3)n2)CCN(Cc2ccc(Cl)cc2F)CC1 | -17%
Cc1ccc(CN2C[C@@H](CO)[C@H](c3nc(-c4ccncc4)no3)C2)cc1 | ?
CCn1c(=O)c2cc(C(=O)N(CCCOC(C)C)Cc3ccco3)sc2c2ccccc21 | ?
CCc1ccccc1NC(=O)c1ccc2c(O)c(S(=O)(=O)c3ccccc3)c(=O)[nH]c2c1 | -7%
O=C(N[C@H]1CCOC[C@H]1C1CCOCC1)c1ccc(-n2ccnc2)cc1 | -2%
CCN1CCN(C(=O)C2CCCN(C(=O)c3ccccc3)CCC(=O)NCC2)CC1 (configuration not stated) | 13%

Four entries from above, with each value named.
> Cc1cnn(CC(=O)N2CC(F)(F)C[C@H]2c2nc(C3CC3)no2)c1
- Pf Dd2 growth: 46%
> CC1(c2noc(C3CCOCC3)n2)CCN(Cc2ccc(Cl)cc2F)CC1
- Pf Dd2 growth: -17%
> Cc1ccc(CN2C[C@@H](CO)[C@H](c3nc(-c4ccncc4)no3)C2)cc1
- Pf Dd2 growth: ?
> CCn1c(=O)c2cc(C(=O)N(CCCOC(C)C)Cc3ccco3)sc2c2ccccc21
- Pf Dd2 growth: ?

Next compounds:
SMILES | Pf Dd2 growth
CCc1cc(C(=O)N[C@H](c2ccc(OC)nc2)C2CC(O)C2)ccn1 (some centres not stated) | -10%
O=C(O)CSCC(=O)N1C[C@@H]2C[C@H](C1)c1ccc(-c3cccc(C(F)(F)F)c3)c(=O)n1C2 | 26%
c1cncc(Nc2cc3c(cn2)CN(Cc2ccc4[nH]ccc4c2)CCN3)c1 | 2.8µM*
CCCCC(=O)Nc1ccc2nc(SCC(=O)N3CCc4ccccc43)sc2c1 | ?
CN(Cc1ccc(OC(F)(F)F)cc1)Cc1ccccc1C(F)(F)F | -18%
CN(C)c1ccc(C(=O)N[C@H]2C[C@H]3C(=O)NC[C@@H](CCC(=O)N4CCc5ccccc54)N3C2)cc1 | i
COc1ccc(-c2nc(C)nc3c2CCN(Cc2cccc4ccccc24)CC3)cc1 | ?
Cc1ccc(-c2cc3c(=O)n(CCNC(=O)c4ccc5ccccc5n4)ccn3n2)cc1C | i
COc1ccccc1NC(=O)Cn1c(=O)n(-c2ccc(F)cc2)c(=O)c2c1cc(C)n2C | i
O=C1NC(=NC2CCCC2)C2(CCCN(CC3CC3)C2)N1c1cc(F)cc(F)c1 (configuration not stated) | ?
c1ccc(Nc2c(-c3ccccc3)nc3ncccn23)cc1 | i
O=C(CSc1cn(CC(=O)N2CCCC2)c2ccccc12)Nc1ccc(Cl)cc1 | -19%
CS(=O)(=O)c1ccc(CN2CCOC[C@H]2c2ncc(-c3ccncc3)[nH]2)cc1 | 3%[44.1 µM]
CC(Oc1ccccc1)C(=O)NCc1nnc2ccc(-c3ccc(F)cc3)nn12 (configuration not stated) | i
O=C(Cn1ccn2nc(-c3ccc(F)cc3)c(CO)c2c1=O)Nc1cccc(Cl)c1 | -12%

Brought forward from above: 2 entries, then new ones.
SMILES | Pf Dd2 growth
CC(Oc1ccccc1)C(=O)NCc1nnc2ccc(-c3ccc(F)cc3)nn12 (configuration not stated) | i
O=C(Cn1ccn2nc(-c3ccc(F)cc3)c(CO)c2c1=O)Nc1cccc(Cl)c1 | -12%
COCCOCc1nc(C2CCN(S(=O)(=O)c3c(C)noc3C)CC2)no1 | -6%
COc1ccccc1N1CCN(C(=O)Cn2cnc3onc(-c4ccc(F)cc4)c3c2=O)CC1 | 53%[activator][5.79 µM]
COCC(=O)Nc1ccc(-c2noc([C@@H]3CCCN3Cc3ccc(OC(F)(F)F)cc3)n2)cn1 | -12%
Cc1ccc(/C=C/c2onc(C)c2S(=O)(=O)N2CCC(C(=O)NCC(C)c3ccccc3)CC2)cc1 (configuration not stated) | ?
O=C1CCN(C(=O)[C@@H]2CCCN2S(=O)(=O)c2cccs2)CCCCCCN1 | i
COc1ccc(Cl)cc1S(=O)(=O)N1CCc2nn(CC3CC3)c(=O)n2CC1 | -1%
CC(=O)N1CC2(CCCN2C2COC2)Cc2ccccc21 (configuration not stated) | 3%[44.1 µM]
CN1CC2(CCN(C(=O)Cn3c(=O)oc4ccccc43)CC2)CC1C(=O)N1CCOCC1 (configuration not stated) | -7%
COCC(=O)N(C1CCOCC1)C1CCN(C(=O)c2cccnc2C)CC1 | -5%
Cc1cnn(CC(=O)N2CCc3nn(Cc4ccccc4)c(=O)n3CC2)c1 | 13%
CCOc1ccc(CCNC(=O)c2ccc3c(c2)N(Cc2ccc(F)cc2)CCS3)cc1 | ?
Cn1nnnc1C1CCCN(C(=O)c2ccc3cc[nH]c3c2)C1 (configuration not stated) | 3%
O=C(COc1ccccc1)N1CCNc2cnc(Nc3cccc(F)c3)nc2C1 | ?
Cc1c(C(=O)Nc2cccc(C#N)c2)sc2nc3n(c(=O)c12)CCCCC3 | -27%
Cc1ccc(CN2CCCn3nc(C(=O)NCCc4ccccc4C)cc3C2=O)cc1 | -16%
O=C(NCC(F)(F)F)C1CN(c2ccc(F)cc2)C(=O)N1 (configuration not stated) | -5%[44.1 µM]
CCC(CC)C(=O)N1CCC(N2C(=O)CCC2C(=O)NCc2ccccc2)CC1 (configuration not stated) | -13%

Molecules shown so far containing an NH in an aromatic ring:
SMILES | Pf Dd2 growth
FC(F)(F)Oc1ccc(-c2cnc([C@@H]3COCCN3Cc3ncc[nH]3)[nH]2)cc1 | ?
COc1ccc2[nH]cc(CCNC(=O)CCC3CCN(C(=O)c4ccc(C)cc4)CC3)c2c1 | ?
CC(=O)N1CCC(C(=O)NC2CCN(c3cc(-c4ccccc4)[nH]n3)CC2)CC1 | 23%
Cc1nc([C@@H]2CN(C(=O)c3cccc(C#N)c3)C[C@H]2C(N)=O)n[nH]1 | 16%
Cc1cc(C)c(CNC(=O)c2nc(-c3cccnc3)cc3[nH]ccc23)c(=O)[nH]1 | ?
CCc1ccccc1NC(=O)c1ccc2c(O)c(S(=O)(=O)c3ccccc3)c(=O)[nH]c2c1 | -7%
c1cncc(Nc2cc3c(cn2)CN(Cc2ccc4[nH]ccc4c2)CCN3)c1 | 2.8µM*
CS(=O)(=O)c1ccc(CN2CCOC[C@H]2c2ncc(-c3ccncc3)[nH]2)cc1 | 3%[44.1 µM]
Cn1nnnc1C1CCCN(C(=O)c2ccc3cc[nH]c3c2)C1 (configuration not stated) | 3%
